# FBPA coupling cs: inhibits coupling enzyme system, counter-screen for aldolase hits; coupling enzyme system counterscreen, AmpLite Red fluorescence; activity change, negative = inhibition, % at 58.2 µM, hits read low; actives 0.67% (n = 290,000); in the data active = activity change below about -30%; also: % is scaled to controls: 0 for no effect and ±100 for the full control effect
#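 Coupling enzymes only (glyceraldehyde-3-phosphate) + compound, at 57.5 uM final, 10 min RT; add substrate/coupling/AmpLite Red mix, 20 min RT; fluorescence ex 525/em 598 nm. Actives flag coupling-system interference.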
# uPA generation: inhibitors of cell surface uPA generation. Potency, µM (top dose mostly 38.3 µM), for the others: at the highest dose activity change, negative = inhibition, most hits filed as inhibitors. cell surface uPA generation assay, qHTS. actives 0.31% (n = 330,000); active = well fitted inhibition curve with a large enough effect; inconclusive = small, poorly fitted or top-dose-only effect; inactive = no such curve, though single readings can be large or run the other way; tested in mouse RAW 264.7 cells; also: potency is read from the fitted curve at half-maximal effect; % is scaled to controls: 0 for no effect and ±100 for the full control effect; nearly all actives have a fitted effect of over 55% in size
# Giardia kill: Giardia lamblia killing; Giardia lamblia trophozoite viability; activity change, % at 7.66 µM, hits read low; actives 0.15% (n = 340,000); AID 540267; in the data active = activity change below about -80%; inconclusive = between about -30% and that limit;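 also: parasites exposed to compound for two days anaerobically before the ATP read; % is scaled to controls: 0 for no effect and ±100 for the full control effect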
#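 Each well holds 100 Giardia trophozoites and compound. After two days (48 hrs) at 37 deg C in anaerobic conditions, ATP is quantified by luminescence.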
# NPC1 promoter act: activates the NPC1 promoter | actives 2.4% (n = 320,000) | Huh7 NPC1 promoter luciferase reporter, 24 h | Potency, µM (series often up to 9.22 µM), inactives show at the highest dose activation, actives largely listed as activators;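 also: potency is read from the fitted curve at half-maximal effect; % of control where 0% means no effect; nearly all actives have a fitted effect of over 60% in size; reporter is driven by a mutant NPC1 promoter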
#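 In 1536-well qHTS, Huh7 cells harboring an NPC1 promoter–luciferase construct received compound for 24 h; activation was quantified by luminescence following luciferase reagent addition.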
# Gal4-VP16 FLuc: counter-screen for ROR gamma inhibitors: Gal4-VP16 reporter | Drosophila S2 Gal4-VP16 UAS-luciferase, luminescence, 20 h | Potency, µM (doses to about 53.6 µM), for the others: at the top dose activity, negative = inhibition, most hits filed as inhibitors | actives 3.5% (n = 310,000);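 also: Gal4-VP16 expression switched on by copper sulfate through the metallothionein promoter; potency is read from the fitted curve at half-maximal effect; % is scaled to controls: 0 for no effect and ±100 for the full control effect; nearly all actives have a fitted effect of over 50% in size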
# ELG1 genotoxic: induces genotoxicity in HEK293T cells with luciferase-tagged ELG1. HEK293T ELG1-luciferase reporter, luminescence, 16 h. Potency, µM (highest dose often 46 µM), inactives show at the top dose activity change, positive = activation, usual class: activators. actives 1.3% (n = 330,000). AID 504466; also: potency is read from the fitted curve at half-maximal effect; % of control where 0% means no effect; nearly all actives have a fitted effect of over 60% in size
#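 Screening used a luciferase reporter fused to human ELG1 in HEK293T cells. Luminescence was read on a CCD plate imager after 16 hr exposure and 30 min ONE-Glo incubation.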
# Rab9 promoter act: activates the Rab9 promoter; Potency, µM (titrated, usually from 9.22 µM), inactives show at the highest dose activation, negative = inhibition, actives largely listed as activators; Huh7 Rab9 promoter-luciferase reporter, luminescence, 24 h; AID 485297; actives 2.8% (n = 320,000); also: potency is read from the fitted curve at half-maximal effect; % of control where 0% means no effect; nearly all actives have a fitted effect of over 60% in size
#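 Steps: seed 1500 Huh7 Rab9-luc cells per well, rest 2 h at 37 °C; add compound in DMSO; incubate 24 h; add luciferase reagent, 10 min ambient; read luminescence.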
# FLuc modulator: counter-screen for miR-21 project: firefly luciferase inhibitors or activators | P08659 | purified FLuc, Km substrates, luminescence inhibition | Potency, µM (series often up to 57.5 µM), for inactives: at the top dose activity change, negative = inhibition, usual class: inhibitors | actives 6.9% (n = 360,000) | AID 588342;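 also: potency is read from the fitted curve at half-maximal effect; plate controls were vehicle for no effect and reference inhibitor for full effect; nearly all actives have a fitted effect of over 55% in size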
# Target sequence (P08659 whole entry, looked up): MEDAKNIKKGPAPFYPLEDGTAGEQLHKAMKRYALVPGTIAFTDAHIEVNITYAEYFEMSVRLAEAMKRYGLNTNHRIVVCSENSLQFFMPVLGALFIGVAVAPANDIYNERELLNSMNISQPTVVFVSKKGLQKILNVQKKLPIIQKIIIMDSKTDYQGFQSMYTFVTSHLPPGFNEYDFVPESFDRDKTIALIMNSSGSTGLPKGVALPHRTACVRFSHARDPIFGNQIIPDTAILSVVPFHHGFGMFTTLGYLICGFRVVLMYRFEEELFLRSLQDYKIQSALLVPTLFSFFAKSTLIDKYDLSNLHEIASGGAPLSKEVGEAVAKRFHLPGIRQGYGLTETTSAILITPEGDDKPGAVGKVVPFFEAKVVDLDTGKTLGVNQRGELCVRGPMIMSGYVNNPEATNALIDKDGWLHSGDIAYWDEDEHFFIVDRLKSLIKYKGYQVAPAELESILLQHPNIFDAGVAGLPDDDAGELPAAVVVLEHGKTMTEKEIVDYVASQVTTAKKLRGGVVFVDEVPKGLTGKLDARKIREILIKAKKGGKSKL
#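 Biochemical qHTS of compounds, final roughly 60 µM downward over six points, against 10 nM purified firefly luciferase using Km concentrations of substrates (10 uM D-luciferin, 10 uM ATP) in Tris acetate pH 7.5 buffer; luminescence output.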
# KCNH2 3.1 inh: inhibitors of human KCNH2 3.1 potassium channel isoform | U2OS KCNH2 3.1, thallium flux FluxOr; hits give low values | activity change, % (tested at about 1.8 µM) | actives 0.95% (n = 340,000);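 active = maximum activity change below -70%; inconclusive = maximum activity change from -70% to -50%; inactive = maximum activity change above -50%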;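 also: thallium influx rate constant from kinetic fluorescence after stimulation buffer; % is scaled to controls: 0 for no effect and ±100 for the full control effect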
#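 Channel expression came from 3.1 mutant virus (1.77 x 10^8 /mL) applied to suspended U2OS cells for 4 h. Flux was tracked with FluxOr dye plus Red40 quencher, and kinetic rate constants normalized to controls.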
# RORg inh: blocks mouse ROR gamma transcriptional activity. P51450. Drosophila S2 Gal4-RORgamma UAS-luciferase reporter, 20 h. Potency, µM (doses to about 53.6 µM), for inactives: at the top dose activity change, negative = inhibition, actives largely listed as inhibitors. actives 5.4% (n = 310,000). AID 2551; also: potency is read from the fitted curve at half-maximal effect; % is scaled to controls: 0 for no effect and ±100 for the full control effect; nearly all actives have a fitted effect of over 60% in size
#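 Compounds are pin-transferred onto Drosophila Schneider cells expressing a copper-inducible Gal4–ROR gamma transactivation domain fusion. After 1 hr, copper sulfate is added to 700 uM final; luciferase is read 20 hr later.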
# Tb PFK block: T. brucei PFK enzyme inhibition; O15648; T. brucei PFK, ADP-Glo luminescence; Potency, µM (highest dose often 57.5 µM), inactives show at the highest dose activity, negative = inhibition, usual class: inhibitors; actives 0.17% (n = 330,000);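 also: potency is read from the fitted curve at half-maximal effect; 0% = uninhibited 1x PFK enzyme wells and -100% = no-enzyme wells; nearly all actives have a fitted effect of over 60% in size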
# Target sequence (O15648 whole entry, looked up): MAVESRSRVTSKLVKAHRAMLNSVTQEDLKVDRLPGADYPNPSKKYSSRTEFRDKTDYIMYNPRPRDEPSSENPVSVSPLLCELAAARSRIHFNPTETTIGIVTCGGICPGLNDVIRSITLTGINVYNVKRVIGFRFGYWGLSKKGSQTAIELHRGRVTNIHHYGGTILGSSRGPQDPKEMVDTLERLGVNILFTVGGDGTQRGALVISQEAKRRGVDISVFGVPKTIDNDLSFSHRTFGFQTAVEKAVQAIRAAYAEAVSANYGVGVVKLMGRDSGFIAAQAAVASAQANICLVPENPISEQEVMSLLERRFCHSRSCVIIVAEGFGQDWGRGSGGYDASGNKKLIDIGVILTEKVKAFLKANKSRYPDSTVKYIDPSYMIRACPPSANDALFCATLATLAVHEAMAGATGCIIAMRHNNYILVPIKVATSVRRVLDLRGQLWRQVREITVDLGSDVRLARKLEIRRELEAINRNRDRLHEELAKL
#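 PFK 1.25 nM, F6P 0.5 mM, ATP 0.1 mM, 0.1 M TEA pH 8.0, 5 mM MgCl2, 0.01% Tween20, 0.1% BSA; 45 min RT. ADP-Glo readout. qHTS titration up to 57 uM; curves fitted, compounds curve-classed.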
# The depositor's hits bear a star; u = inconclusive; x = not tested or not shown; & = joins results of further samples; [ ] = dose if it differs, or a comment. Unless noted, calls follow the shape of the dose curve; as a rule, active = well fitted curve in the direction sought with a large enough effect; inconclusive = small, poorly fitted or top-dose-only effect, or another doubt; inactive = no such curve, though single readings can be large; an effect the other way counts as inactive or inconclusive.
SMILES,FBPA coupling cs,uPA generation,Giardia kill,NPC1 promoter act,Gal4-VP16 FLuc,ELG1 genotoxic,Rab9 promoter act,FLuc modulator,KCNH2 3.1 inh,RORg inh,Tb PFK block
COc1ccc(/C=C/C(=O)OC(C)CN2CCOCC2)cc1 (stereo not given),1,2%,-4,-1%,-3%,1%,0%,4%,-27,23%,2%
Cc1csc(SCC(=O)Nc2nnc(C)s2)n1,2,0%,-3,-3%,23%,5%,-9%,-15%,1,-33%,1%
C=CCn1c(C)cc(C(=O)CSc2nnc(Cc3ccccc3)o2)c1C,-14,2%,-11,14%,11%,1%,7%,15µM*,1,18%,1%
Cc1[nH]c(=O)c(C#N)c2c1CSC(C)(C)C2,2,-11%,-8,-2%,-8%,9%,9%,-6%,1,-7%,3%
CCOC(=O)N1CCN(C2=Nc3cccc4cccc2c34)CC1,-57*,2%,10,-1%,-2%,0%,1%,u,-5,-15%,1%
COc1ccccc1NC(=O)Cn1cc(C(=O)C(=O)N2CCOCC2)c2ccccc21,x,-16%,7,1%,-5%,-2%,15%,6%,9,1%,-3%
COC(=O)c1cc(-c2ccccc2)on1,0,2%,0,-21%,4%,2%,1%,17µM*,10,-10%,0%
O=C(c1cccnc1Nc1ccccc1F)N1CCOCC1,1,-5%,8,-7%,21%,5%,-5%,-2%,3,-10%,1%
CC(=O)Nc1ccc(NC(=O)CC2(CC(=O)N3CCOCC3)CCCC2)cc1,x,1%,-5,-1%,x,4%,-7%,5%,11,x,0%
O=C(C1=C[C@@H](c2coc3ccccc3c2=O)C[C@@H](OCc2ccc(CO)cc2)O1)N1CCN(Cc2ccc3c(c2)OCO3)CC1,-1,26%,-5,1%,u,-7%,0%,-1%,x,-22%,2%
COc1ccc(N(Cc2cc3cc(OC)ccc3[nH]c2=O)C(=O)c2cccnc2)cc1,2,-2%,7,0%,2%,-1%,-2%,3%,-4,u,3%
CCC(C)(C)NC(=O)C(c1cccc(OC)c1OC)N(C(=O)CCC(=O)Nc1cc(C)on1)c1ccc2c(c1)OCCO2 (stereo not given),0,1%,0,3%,0%,3%,3%,5%,5,-2%,-2%
N#CC(C#N)=C1NC2(CCCC2)Cc2ccccc21,2,-3%,-2,-6%,-5%,2%,-4%,5%,-1,2%[10 µM],-1%
CC1=Nc2cc(C(=O)N3CCCCC3)ccc2Sc2ccc(C)cc21,-5,1%,-6,-4%,4%,0%[9.26 µM],-3%,u,11,0%,-1%
COc1ccc(-c2[nH]ncc2/C=N\NC(=O)c2ccc(Br)o2)cc1OC,x,5%,-5,4%,-2%,0%,0%,-19%,8,17%,1%
Cc1ccc(C(=O)N2Cc3ccccc3CC2C(=O)O)cc1 (stereo not given),0,7%,-9,1%,3%,2%,5%,4%,-1,37%,0%
C[C@H](NC(=O)c1ccco1)C(=O)Nc1ccc(C#N)cc1,0,1%,-9,-1%,8%,1%,0%,4%,9,10%,13%
COC(=O)c1c(NC(=O)c2cccnc2)sc(C)c1C,0,3%,-21,-1%,3%,-1%,0%,-3%,1,-22%,2%
COC(=O)c1ccc(NC(=O)CN2CCN(S(=O)(=O)c3ccc(Br)cc3)CC2)cc1,x,-5%,0,-6%,0%,-3%,-10%,1%&7%,7,22%,-3%
c1ccc(Cn2nnc3c(NCC4CCCO4)nc(C4CC4)nc32)cc1 (stereo not given),1,8%,-7,-5%,-1%,-4%,-4%,-8%,6,u,2%
CC(C(=O)OCc1nnc(-c2ccccc2)o1)N1C(=O)c2ccccc2C1=O (stereo not given),1,-2%,-11,7%,-5%,14%,23%,u,-6,37%,0%
CCOc1ccc(/C=N/NC(=O)C2CCCC2)c(OCC)c1,x,0%,-10,-1%,4%,4%,-5%,4%,7,-29%,-6%
CCN(CC)C(=O)NC1CC2CCCC(C1)N2Cc1ccccc1 (stereo not given),4,5%,-13,1%,3%,0%,-17%,0%,-5,10%,1%
COCCN1C(=O)N[C@@H](CCc2ccccc2)C(C(C)=O)=C1C,6&-3,2%,-29,8%,14%&0%,0%,4%,1%,18,-3%&26%,-7%
COc1cc(C2CC(=O)c3cnc(NC(C)=O)nc3C2)cc(OC)c1OC (stereo not given),1,2%,10,1%,-1%,-1%,-4%,-3%,-14,0%,2%
NC(=O)NC(=O)COC(=O)c1ccccc1OCc1ccc(F)cc1,1,7%,3,2%,4%,2%,1%,-1%,6,1%,u
COCCn1c(COc2ccc(C)cc2)nc2ccccc21,-2,-7%,-14,u,-16%,11%,u,9.5µM*,10,11µM*,-8%
Cc1ccc(C(=O)NC(=S)Nc2ccccc2N2CCOCC2)cc1C,x,-1%,12,1%,7.9µM*,-16%,-5%,0%,1,4.5µM*,5%
CC(=O)C(Cc1ccccc1)NC(=O)COC(=O)CCN1C(=O)C2CC=CCC2C1=O (stereo not given),x,-5%,16,-1%,x,4%,-2%,1%,7,x,0%
CC1CN(S(=O)(=O)c2cccs2)CC(C)O1 (stereo not given),1,6%,-8,7%,-7%,3%,11%,11%[2.3 µM],0,0%,-18%
Cc1cccc(N2CCN(C(=S)Nc3ccc4nc(N5CCOCC5)cc(C)c4c3)CC2C)c1 (stereo not given),-14,-9%,6,1%,u,u,-10%,-2%,-76*,u,5%
COc1cccc(CNC(=O)CCCc2nnc3n(C)c(=O)c4sccc4n23)c1,x,-5%,0,-6%,6%,-3%,2%,0%,7,2%,-4%
CCOc1ccc2[nH]c(=O)c(CN(Cc3nnnn3Cc3ccccc3)CC3CCCO3)cc2c1 (stereo not given),-1,17%,3,17%,3%,-9%,6%,3%,4,0%,-3%
Cc1ccc(Cl)cc1NC(=O)CN1C(=O)NC(C)(C2CC2)C1=O (stereo not given),x,9%,4,x,x,0%,x,x,-4,x,-4%
CCN(CC)C(=O)CC(c1ccc(F)cc1)c1ccc(OC)cc1 (stereo not given),4,-2%,12,-3%,-9%,-1%,-6%,0%,-13,-13%,11%
Cc1cc(-c2ccco2)n(CC(=O)NCc2ccccc2)n1,0,-10%,u,2%,-1%,0%,4%,-1%,-11,-1%,0%
NC(=O)CC(NC(=O)Cc1ccc(Br)cc1)c1ccc(NCc2ccc(F)c(F)c2)c([N+](=O)[O-])c1 (stereo not given),-3,u,-2,-3%,-2%,-1%,-1%,3%,-16,22%,0%
Cc1nn(-c2cc(C(F)(F)F)ccc2Cl)c2nc(C(Cl)(Cl)Cl)[nH]c(=O)c12,12,3%,-9,5%,-3%,-15%,-1%,-7%,-3,88%,2%
O=C(OCC(=O)N1CCCC1=O)c1cc(S(=O)(=O)N2CCOCC2)ccc1Cl,x,4%,-9,-1%,x,1%,-1%,-1%,16,x,-5%
Cc1ccc(C)c(CSc2nnc([C@@H](N)C(C)C)o2)c1,-2,x,4,19%,-1%,-7%,-2%,1%,32,5%,2%
CCCCOc1ccc(C(=O)NC)cc1,0,2%,-1,11%,12%,u,1%,-14%,10,30%,0%
Cc1cc(=O)n2[nH]c(-c3ccc(C(C)(C)C)cc3)cc2n1,3&0,x,-12,20%&4%,22µM*,6%&9%,24%&28%,11µM*,-9,u,1%&3%
S=C(NC1CCCCC1)NN(c1ccccc1)c1ccccc1,-2,-3%,8,-3%,5.6µM*,-6%,2%,-2%,6,2.5µM*,-1%
Cc1cccc(C(=O)OC(C)C(=O)NCC2CCCCC2)c1O (stereo not given),x,-3%,0,2%,x,5%,5%,x,1,x,-7%
Cc1nn(-c2ccccc2)cc1/C=N/NS(=O)(=O)c1ccccc1,4,-1%,-21,-4%,1%,-3%,-6%,-11%,x,38%,0%
CCCCn1c(=O)nc2n(-c3ccc(Cl)cc3)c3ccccc3cc-2c1=O,-1,0%,13,-1%,2%,7%,-10%,2%,1,-1%,0%
CCOC(=O)c1ccc(-n2c(CN(CC)CC)nc3ccc([N+](=O)[O-])cc3c2=O)cc1,-2,2%,-7,10%,-8%,-2%,-3%,u,-10,26%,-6%
Cc1oc2c(F)c(F)c(F)c(F)c2c1S(=O)(=O)Nc1cccc(C(F)(F)F)c1,x,8%,14,-3%,u,-4%,-7%,4%,43,u,-1%

# A second format for some results above:
# Second line of a record – FBPA coupling cs | uPA generation | Giardia kill | NPC1 promoter act | Gal4-VP16 FLuc | ELG1 genotoxic | Rab9 promoter act | FLuc modulator | KCNH2 3.1 inh | RORg inh | Tb PFK block
Cc1nn(-c2ccccc2)cc1/C=N/NS(=O)(=O)c1ccccc1
    4 | -1% | -21 | -4% | 1% | -3% | -6% | -11% | x | 38% | 0%
CCCCn1c(=O)nc2n(-c3ccc(Cl)cc3)c3ccccc3cc-2c1=O
    -1 | 0% | 13 | -1% | 2% | 7% | -10% | 2% | 1 | -1% | 0%

# Single values from above.
# RORg inh result of `S=C(NC1CCCCC1)NN(c1ccccc1)c1ccccc1` stands at 2.5µM*
# FLuc modulator result of `Cc1oc2c(F)c(F)c(F)c(F)c2c1S(=O)(=O)Nc1cccc(C(F)(F)F)c1` stands at 4%

# Source: PubChem (National Center for Advancing Translational Sciences (NCATS))
